S1P3 ag = human S1P3 receptor agonists, primary screen, cell-based, primary and confirmation, NFAT-BLA reporter | Sphingosine 1-phosphate receptor 3 (Homo sapiens), Q99500 | S1P3 NFAT-BLA reporter cells, agonism, FRET ratio; relative to 1 µM S1P, basal subtracted | activation, % at 4.5 µM | 60,000 compounds, 0.1% hits | AID 373, 2006;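 active means activation above the screen-wide mean plus 3 SD, cut at about 4.5% in these data, passing the limit was not always enough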; further: some compounds called inactive have numbers as strong as hits
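Benchmarks: high control 1 µM S1P / System: stable CHO line with human S1P3, Gα16, NFAT-BLA reporter / Dosing: single compound concentration, 4.5 µM final / Timing: 4 h compound at 37 °C, 2 h substrate at RT / Measured by: FRET β-lactamase substrate fluorescence, excitation 405 nm, 460/535 nm emission ratio, background-subtracted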
Ec RNAP inh = E. coli RNAP inhibitors, biochemical. DNA-directed RNA polymerase subunit beta (Escherichia coli (strain K12)), P0A8V2. E. coli RNA polymerase, fluorescence transcription assay. inhibition, %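 (tested at 10 µM)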. 62,000 compounds, 0.2% hits. AID 559, 2006; in the data active means inhibition above about 20%;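 further: 0% = enzyme without compound and 100% = no enzyme blank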
M1 ag = M1 muscarinic receptor agonists, primary screen, CHO-M1 cells, Fluo-4 calcium, agonist mode | Muscarinic acetylcholine receptor M1 | Fluo-4 calcium fluorescence; active compounds read high | 64,000 compounds, 3% hits | AID 626, 2007 | B-score at 10 µM;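 active means fluorescence rise, raw or as B-score row- and column-corrected plate score, outside the 99.7% band of its plate's samples, either direction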
Jurkat tox 60K = cytotoxicity toward Jurkat T cells, primary screen, cytotoxicity control, cell-based, Jurkat E6.1, 60K MLSMR library; Jurkat E6.1 viability, ATP luminescence, 48 h; inhibition, % at 4 µM; 56,000 compounds, 1.2% hits;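 active means inhibition above the mean inhibition of all tested compounds plus 3 SD, cut at about 28% in these data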
D1 allo mod = D1 CRE-luciferase signal change, two-sided – cell-based, HEK293 D1, dopamine EC30, D1 allosteric modulator project, primary screen | D(1A) dopamine receptor (Homo sapiens), P21728 | dopamine EC30 potentiation; actives deviate in either direction | B-score at 10 µM | 58,000 compounds, 5.9% hits | AID 641, 2007;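 active means luminescence count or its row- and column-corrected plate score outside the 99.7% band of the plate's sample wells, on either side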
TNAP act DEA = human TNAP enzyme activators, primary screen, biochemical, luminescent, intermediate phosphate acceptor level; 64,000 tested, under 10 active; Alkaline phosphatase, tissue-nonspecific isozyme (Homo sapiens), P05186; AID 813, 2007; purified TNAP, CDP-star luminescence, 100 mM DEA, 30 min; active compounds read high; scale: 0 levamisole-inhibited, 1 vehicle-only enzyme; activation factor at 20 µM;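 active means activation factor of at least 2 at 20 µM, relative to controls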
Target sequence (P05186 whole entry, looked up): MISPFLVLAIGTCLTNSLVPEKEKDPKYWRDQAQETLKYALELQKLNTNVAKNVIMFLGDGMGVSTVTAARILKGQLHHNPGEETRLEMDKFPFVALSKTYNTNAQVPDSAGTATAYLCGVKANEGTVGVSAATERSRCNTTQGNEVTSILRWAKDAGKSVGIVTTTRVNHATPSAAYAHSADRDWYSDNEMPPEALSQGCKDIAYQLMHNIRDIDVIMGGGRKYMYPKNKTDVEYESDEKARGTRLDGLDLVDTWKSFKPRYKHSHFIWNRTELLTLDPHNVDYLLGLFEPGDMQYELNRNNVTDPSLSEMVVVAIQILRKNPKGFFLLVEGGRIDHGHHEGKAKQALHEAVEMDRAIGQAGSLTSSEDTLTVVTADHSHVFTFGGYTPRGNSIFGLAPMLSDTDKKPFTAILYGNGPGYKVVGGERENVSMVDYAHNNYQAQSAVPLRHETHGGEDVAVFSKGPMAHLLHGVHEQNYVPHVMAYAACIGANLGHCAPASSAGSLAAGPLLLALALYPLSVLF
HEK293 NFkB inh = inhibitors of PMA/ionomycin-induced NF-kB reporter, primary screen, antigen receptor NF-kB inhibitor project, cell-based, HEK-293 luciferase reporter, luminescence. AID 465, 2006. HEK-293 NF-kB luciferase reporter. 62,000 compounds, 0.21% hits. inhibition, % at 3 µM;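 active means inhibition above the mean of all tested compounds plus 3 SD, cut at about 40% in these data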;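 further: 0% = stimulated DMSO wells and 100% = 10 µM reference inhibitor 5653914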
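System – HEK-293 cells with stable firefly luciferase reporter driven by four HIV NF-kB elements · Doses – one dose, 3 µM · Schedule – 1 h compound pre-incubation, 16 h PMA/ionomycin at 37 °C · Technique – luminescence from luciferase substrate reagent · Measure – percent inhibition normalized per plate to DMSO and reference-inhibitor controls · Replicates – tested once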
M1 antag = antagonists of rat M1 muscarinic receptor. Muscarinic acetylcholine receptor M1 (Rattus norvegicus), P08482. CHO-M1 cells, Fluo-4 calcium, ACh EC80 antagonist mode; active compounds read low. AID 628, 2007. B-score at 10 µM. 64,000 compounds, 3.4% hits;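 active means calcium fluorescence response, raw or row-and-column corrected B-score, differing from the plate sample mean either way at a set confidence level, mostly lower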
Target sequence (P08482 whole entry, looked up): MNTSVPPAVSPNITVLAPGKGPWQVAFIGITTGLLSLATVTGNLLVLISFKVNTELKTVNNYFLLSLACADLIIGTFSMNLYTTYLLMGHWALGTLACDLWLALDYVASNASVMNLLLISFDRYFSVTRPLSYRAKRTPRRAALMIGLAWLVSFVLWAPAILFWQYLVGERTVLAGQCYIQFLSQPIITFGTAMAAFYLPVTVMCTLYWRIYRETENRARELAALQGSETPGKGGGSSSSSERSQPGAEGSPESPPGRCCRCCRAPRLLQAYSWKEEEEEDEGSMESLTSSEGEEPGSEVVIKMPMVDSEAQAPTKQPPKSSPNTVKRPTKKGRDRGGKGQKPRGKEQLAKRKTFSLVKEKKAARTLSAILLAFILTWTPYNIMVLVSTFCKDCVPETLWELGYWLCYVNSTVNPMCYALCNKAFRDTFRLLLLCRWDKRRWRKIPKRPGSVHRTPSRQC
S1P1 ag-PAM = S1P1 agonists and agonism potentiators, primary screen, cell-based, primary and confirmation screens, CRE-bla reporter. S1P1 CRE-bla cells, forskolin, beta-lactamase FRET, potentiator mode; S1P1 agonist co-added at EC20, 2 nM; 100% = saturating reference agonist, 0% = basal. activation, % at 9.5 µM. 56,000 compounds, 0.57% hits. AID 449, 2006;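 active means activation above a cutoff set at the mean activation of all tested compounds plus 3 SD, cut at about 54% in these data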;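 further: forskolin at 4 µM as EC80 and the EC20 agonist is SEW2871; 100% = SEW2871 at its EC100 plus forskolin at EC80; some compounds past the cut are filed as inactive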
* = called active by the depositor; · = no result given.

SMILES	S1P3 ag	Ec RNAP inh	M1 ag	Jurkat tox 60K	D1 allo mod	TNAP act DEA	HEK293 NFkB inh	M1 antag	S1P1 ag-PAM
COC(=O)c1ccc(CSc2nnc(N)s2)cc1	-0.2	-1	-1.6	5	1.8	0.9	7	0.72	16
COc1ccc2[nH]c(=O)c(CN(Cc3ccc(C)cc3)Cc3nnnn3CC3CCCO3)cc2c1 (configuration not stated)	-0.4	9	0.66	1	3.3	0.9	20	-1.9	-18
CC(=O)c1ccc(-n2nncc2C)cc1	·	5	0.23	·	·	1	20	0.73	·
O=C1CC(c2ccc(S(=O)(=O)NC3CC3)cc2)CN1 (configuration not stated)	4.6	7	0.45	-3	-0.13	1	3	0.26	-23
Cc1cc(/C=c2/sc3nc4ccccc4n3c2=O)c(C)n1-c1ccccn1	-1.4	5	-0.087	·	-6.8*	0.9	·	-0.31	101*
CC1CCN(C(=O)c2ccc3c(c2)OCCO3)CC1	-0.1	3	-0.25	-3	0.21	0.9	12	-0.043	-25
O=C(O)Cn1cc(C(=O)c2cccs2)c2ccccc21	0.2	7	0	-7	-0.29	0.9	12	1.2	-19
CCc1cccc(NC(=O)NC2CCCCC2)c1	-0.7	-3	0.26	5	-0.5	0.9	-14	0.04	-5
c1ccc(-c2cc3c(nn2)CCc2nonc2-3)cc1	-0.3	6	-0.36	-2	0.89	0.9	13	-0.041	-6
COc1ccccc1CNC(=O)C1CCCN1S(=O)(=O)c1cccc2cccnc12 (configuration not stated)	-0.7	1	-0.15	0	0.59	1	3	1	-3
COC(=O)c1ccccc1NC(=O)c1cccs1	-1.4	4	-0.19	-2	·	0.9	13	0.15	-38
Cn1c(=O)c2[nH]c(CN(Cc3ccccc3)Cc3ccccc3)nc2n(C)c1=O	-1.1	-1	-0.12	4	-0.99	0.9	24	0.54	11
O=C(CSc1nnc(-c2cnccn2)n1Cc1ccco1)c1ccc(Cl)cc1	-1.0	-4	-0.58	-2	0.44	0.9	4	0.04	7
COc1ccc(OC)c(S(=O)(=O)N2CCN(c3c(C)cccc3C)CC2)c1	-1.1	11	-0.37	-2	0.37	0.9	11	0.17	11
CC(C)CN1C(=O)c2ccc(C(=O)Nc3nccs3)cc2C1=O	-1.5	-7	0.38	1	-0.53	1	-16	-0.35	-30
Cc1ccc(-c2nc(CSCC(=O)N3CCOCC3)c(C)o2)cc1	-0.7	·	-0.92	6	1.2	·	11	-0.0077	26
CCOC(=O)c1ccc(NC(=O)CCC(=O)OC)cc1	-0.6	6	-1.8	-4	0.33	1	1	-0.6	-23
Cc1ccccc1Nc1nc(N)nc(CSc2nc3ccccc3c(=O)n2CCCO)n1	1.3	4	4.1*	2	3*	1	20	0.15	-68
CC(C)COc1ccc(C(=O)NC(CC(C)C)C(=O)O)cc1 (configuration not stated)	-4.3	·	0.054	·	0.98	1.1	·	0.23	-17
COc1cc(NC(=O)c2cccs2)ccc1NC(=O)c1ccco1	0.5	9	1.7	-12	-1.3	0.8	-1	-2.8*	10
CCOc1ccccc1NC(=O)c1ccccc1-c1nc(-c2ccccc2OC)no1	-0.8	0	5.2	-1	-2.5	0.9	17	-0.46	12
O=C(CSc1nnc(C2CC2)n1Cc1ccccc1)c1ccc(S(=O)(=O)N2CCOCC2)cc1	·	6	0.0074	·	0.21	0.9	-4	-0.84	·
CCCc1nc2oc3c(NCCN(C)C)ncnc3c2c2c1CCCC2	-0.3	12	1.8	6	3.2*	0.9	23	-6.4*	-36
CCOc1ccc(OCC)c(NC(=O)CN(C)S(=O)(=O)c2cnc[nH]2)c1	-0.4	4	0.79	-5	·	0.9	10	1.3	-15
Cc1nc2c3ccccc3[nH]c(=O)n2n1	·	8	0.027	·	0.63	0.9	10	-0.17	·
Additional results
SMILES	S1P3 ag	Ec RNAP inh	M1 ag	Jurkat tox 60K	D1 allo mod	TNAP act DEA	HEK293 NFkB inh	M1 antag	S1P1 ag-PAM
CSCC[C@H](NC(=O)NCCC1=CCCCC1)C(=O)O	0.2	·	0.17	-2	-0.23	0.9	-3	0.67	-21
COC(=O)c1c(C(=O)OC)c(C)n(Cc2cccnc2)c1C	-0.7	9	-1.9	-2	-0.16	0.9	5	0.1	-19
O=C(Cn1cnc2c(cnn2-c2ccccc2)c1=O)N1CCCc2ccccc21	0.1	2	-0.83	11	-1.3	0.9	4	-1.8	-8
O=S(=O)(c1ccc2c(c1)nc(COc1ccc(Cl)cc1)n2CC1CCCO1)N1CCOCC1 (configuration not stated)	-0.2	3	-1.2	19	-0.89	1	7	-0.21	23
Cc1cc2cc(CNC(=O)c3ccco3)ccc2n1C	-0.3	3	-0.3	4	0.72	0.9	21	0.5	-12
O=C(O)CNS(=O)(=O)c1ccc(F)cc1	·	3	0.16	·	-0.52	0.9	4	0.11	·
O=C1C(C=NCc2ccccn2)=C(O)c2ccccc21	1.2	8	-0.94	7	-1.9	0.9	-32	-0.16	-10
CCOC(=O)C(C)Sc1nnc(CNC(=O)c2ccc(OC)cc2)n1C1CCCCC1 (configuration not stated)	0.1	3	3.3*	-2	-2.4	0.9	7	-0.97	2
O=C(NCCN1CCOCC1)c1ccc(CS(=O)(=O)c2c(Cl)cccc2Cl)o1	0.1	1	0.5	-1	·	0.9	5	-0.15	-12
O=S(=O)(c1ccc(Br)c2nsnc12)N1CCOCC1	0.5	2	0.13	-1	0.52	1	20	-0.072	37
O=C(NC1CC1)c1scc2c1OCCO2	0.7	4	-0.26	-6	-0.025	0.9	10	-0.96	8
CCN(CC)CCCN1C(=O)C(=O)/C(=C(/O)c2ccc(Cl)cc2)C1c1ccccn1 (configuration not stated)	-2.1	·	-0.12	·	·	0.9	·	0.34	-3
Cc1onc(-c2ccccc2)c1C(=O)n1nnc2ccccc21	-0.3	4	-0.31	-6	1.2	1	-6	0.18	·
COc1ccccc1CNc1n[nH]c(NCc2ccccc2OC)n1	-1.7	3	1	5	0.12	1	4	0.54	-1
O=C(CCn1ccc2ccccc21)Nc1ccc(N2CCOCC2)cc1	0.4	-7	0.11	7	-0.99	1	7	0.18	22
O=c1c2cnn(-c3ccccc3)c2ncn1Cc1ccccc1F	-1.5	4	-0.027	8	-0.17	1	16	0.31	16
CCn1c(SCC(=O)c2ccc(O)c(O)c2)nnc1-c1ccccc1OC	-2.1	6	-0.21	6	2.6	0.8	-2	-0.045	18
CC(C)Oc1ccc(C(=O)Nc2ccc(N(C)C)cc2)cc1	-2.0	6	-0.097	5	-1.8	0.9	9	0.17	32
COc1ccc(C2C(C(=O)N3CCN(c4ccccc4)CC3)c3ccccc3C(=O)N2C)cc1OC (configuration not stated)	·	2	0.53	·	-0.67	1	13	-4.4*	·
O=C1CC(c2ccco2)CC2=C1C(c1ccccc1)n1nc(C(F)(F)F)nc1N2 (configuration not stated)	-0.3	6	-0.013	-1	-0.24	0.9	11	0.5	·
C=CCn1c(COc2ccc(Cl)cc2)nnc1SCC(=O)NCC(=O)OCC	-0.5	5	·	3	0.016	0.9	24	·	2
CCOc1ccc(NC(=O)CCNc2c(N3CCCC3)c(=O)c2=O)cc1	0.4	7	·	-6	·	0.9	0	·	-22
COc1cc(Br)cc(CN2CCN(C=O)CC2)c1O	-0.8	3	-0.44	-5	0.1	1	12	-0.07	-14
Cn1c(=O)c2c(nc(SCCNS(=O)(=O)c3ccccc3)n2C)n(C)c1=O	0.1	4	1.3	-8	0.58	0.9	12	-0.006	-19
COC(=O)c1ccc(OC)c(CSc2nnc(COc3cccc(C)c3)o2)c1	-1.2	-3	0.31	2	0.13	0.9	-6	0.14	23

An excerpt from above in order of molecular weight, smallest number first.
SMILES	S1P3 ag	Ec RNAP inh	M1 ag	Jurkat tox 60K	D1 allo mod	TNAP act DEA	HEK293 NFkB inh	M1 antag	S1P1 ag-PAM
COC(=O)c1c(C(=O)OC)c(C)n(Cc2cccnc2)c1C	-0.7	9	-1.9	-2	-0.16	0.9	5	0.1	-19
O=c1c2cnn(-c3ccccc3)c2ncn1Cc1ccccc1F	-1.5	4	-0.027	8	-0.17	1	16	0.31	16
CCn1c(SCC(=O)c2ccc(O)c(O)c2)nnc1-c1ccccc1OC	-2.1	6	-0.21	6	2.6	0.8	-2	-0.045	18

Following part:
SMILES	S1P3 ag	Ec RNAP inh	M1 ag	Jurkat tox 60K	D1 allo mod	TNAP act DEA	HEK293 NFkB inh	M1 antag	S1P1 ag-PAM
Cc1cc(NC(=O)c2ccc(Br)c(S(=O)(=O)N3CCCC3)c2)no1	-1.5	2	-1.4	24	·	0.9	24	-0.49	13
Cc1cc(C)cc(NS(=O)(=O)c2ccc3[nH]c(=O)[nH]c3c2)c1	0.2	1	-0.36	-3	-0.15	0.8	14	0.63	-29
CC1(C)CC(=O)C2=C(C1)Oc1nc3ccccc3cc1C2C(C#N)C#N (configuration not stated)	-6.1	·	0.8	·	·	0.9	·	-0.64	30
O=P(CCC(F)(F)F)(CCC(F)(F)F)CCC(F)(F)F	·	1	0.4	·	·	1	·	-1.5	·
c1ccc(N2CCN(CCc3nnc4n3CCCCC4)CC2)cc1	0.2	-1	0.4	5	-0.16	0.9	11	-2.2	11
O=C1NC(c2ccccc2)C(C(=O)c2cccs2)C(O)(C(F)(F)F)N1 (configuration not stated)	-0.5	3	0.17	2	0.98	0.9	-4	0.91	12
COc1cccc(Oc2coc3c(CN4CCOCC4)c(O)ccc3c2=O)c1	-0.4	6	0.052	-6	·	0.9	13	-1.9	-16
O=C(Nc1ccc(F)cc1)N(CCCN1CCOCC1)Cc1cc2cc3c(cc2[nH]c1=O)OCCO3	0.0	-3	-0.097	-1	0.25	1.1	10	0.068	-106
CCC(=O)Nc1ccc2oc(-c3ccccc3Br)nc2c1	-0.7	-6	-0.00011	5	-0.29	0.9	-17	0.082	-16
CCOc1ccc(-c2nc3n(c(=O)c2C#N)CCCS3)cc1	-0.4	8	2.6	22	0.12	0.9	-1	0	-39
Cc1cnc(NC(=O)C2CCCO2)s1 (configuration not stated)	-1.4	6	0	-5	-0.27	0.8	5	-0.054	-3
COC(=O)C1=C(C)N(c2ccc(Cl)c(Cl)c2)C(=O)C1	-0.8	8	-0.11	64*	-0.12	0.9	10	0.88	·
CCOCC(=O)Nc1cccc(Br)c1	-0.1	5	-0.35	-4	-0.83	1	15	0	2
Cc1ccc(C2CC(C(F)(F)F)n3ncc(C(=O)NCc4ccco4)c3N2)cc1 (configuration not stated)	-1.3	5	0.62	-9	0.75	1	4	0.0043	10
Cc1ccccc1Cn1nc(C)c(NC(=O)c2cc(-c3cccs3)on2)c1C	-0.7	11	-0.15	10	-0.34	1	-9	0.11	29
Cc1nc2sc(C(c3cccc(F)c3)N3CCC(C)CC3)c(O)n2n1 (configuration not stated)	-0.4	10	0.31	1	-0.11	0.8	17	-0.41	-6
